Screens as filed in PubChem.
AT treatment: qHTS Assay for Identifying a Potential Treatment of Ataxia-Telangiectasia; […] A-T fibroblasts, KAP-1 phosphorylation AlphaLISA; neocarzinostatin DNA damage 30 min before lysis; Potency, µM (doses to about 57.5 µM), inactives show top-dose activation, hits mostly activators; 320,000 compounds, 0.19% hits; AID 485349, 2010; note: potency is the fitted concentration of half-maximal effect; % of control where 0% means no effect; nearly all actives have a fitted effect of over 45% in size
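hTERT-immortalized A-T patient fibroblasts ([…]), 500 cells/well in OPTI-MEM, 1% FBS, got compounds for 60 min, then NCS for 30 min at 37C. Lysates were then assayed for phospho-KAP-1 by AlphaLISA (anti-pKAP1 donor, anti-KAP1 acceptor beads), 6 hr at 25C.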
ELG1 DNA repair: qHTS screen for small molecules that inhibit ELG1-dependent DNA repair in human embryonic kidney (HEK293T) cells expressing luciferase-tagged ELG1. HEK293T ELG1-luciferase reporter, luminescence, 16 h; DNA damage induced by 5-fluorouridine. Potency, µM (highest dose often 46.1 µM), without a hit: top-dose activity change, negative = inhibition, usual class: inhibitors. 330,000 compounds, 2.3% hits. AID 504467, 2011; note: potency is the fitted concentration of half-maximal effect; % is set by controls: 0 for no effect and ±100 for the full control effect; nearly all actives have a fitted effect of over 55% in size
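In this reporter screen, reduction of luminescence relative to DMSO vehicle indicated activity. Compounds and 5-fluorouridine were added together to 2,000 cells per well, incubated for 16 hr at 37 °C, then developed with ONE-Glo.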
S-ASM inh: Inhibitors of Secretory Acid Sphingomyelinase (S-ASM): qHTS; Sphingomyelin phosphodiesterase (Homo sapiens), P17405; placental ASM, HMU-PC fluorogenic substrate, 60 min; Potency, µM (highest dose often 57.5 µM), inactives show at the top dose activity change, negative = inhibition, most hits filed as inhibitors; 340,000 compounds, 0.006% hits; note: potency is the fitted concentration of half-maximal effect
Target sequence (P17405 47-631 limits assumed): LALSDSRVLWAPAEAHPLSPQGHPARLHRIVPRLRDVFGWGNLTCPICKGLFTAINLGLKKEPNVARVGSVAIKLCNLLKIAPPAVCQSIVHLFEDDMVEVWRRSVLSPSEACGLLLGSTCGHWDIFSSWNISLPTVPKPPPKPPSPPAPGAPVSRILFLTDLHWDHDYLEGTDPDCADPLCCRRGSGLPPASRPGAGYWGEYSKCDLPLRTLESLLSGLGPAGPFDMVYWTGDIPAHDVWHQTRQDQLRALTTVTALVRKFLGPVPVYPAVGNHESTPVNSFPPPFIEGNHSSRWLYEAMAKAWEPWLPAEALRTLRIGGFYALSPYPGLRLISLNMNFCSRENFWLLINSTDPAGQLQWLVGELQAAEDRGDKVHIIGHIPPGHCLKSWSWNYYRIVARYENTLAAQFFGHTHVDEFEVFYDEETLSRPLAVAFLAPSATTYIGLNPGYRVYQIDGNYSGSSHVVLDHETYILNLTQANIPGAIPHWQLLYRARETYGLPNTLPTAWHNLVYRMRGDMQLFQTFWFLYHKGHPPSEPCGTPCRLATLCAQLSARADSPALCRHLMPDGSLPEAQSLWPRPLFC
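Fluorescence read-out (Ex 386 nm, Em 447 nm) after stopping the reaction at pH 10. Enzyme: ASM from human placenta; substrate HMU-PC0, 9 uM final; 60 min, 37 °C. Compound preincubation 10 min, ambient temperature.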
PTAP TSG101 blk: qHTS Assay for Iinhibitors of HIV-1 Budding by Blocking the Interaction of PTAP/TSG101 | Tumor susceptibility gene 101 protein (Homo sapiens), Q99816 | Fluorescence polarization, FITC-PTAP peptide / Tsg101 binding | Potency, µM (series often up to 115 µM), without a hit: at the top dose activity change, negative = inhibition, actives largely listed as inhibitors | 340,000 tested, under 10 active | AID 493005, 2010; active = well fitted inhibition curve with a large enough effect in the main read-out, with a control signal flat, not every such curve was filed as active; inconclusive = small, poorly fitted or top-dose-only effect, or effect the other way, or a change in a side signal; inactive = no such curve, though single readings can be large or run the other way; note: potency is the fitted concentration of half-maximal effect; % of control where 0% means no effect
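Tsg101 binding domain (10 uM final) was mixed with compound and a FITC-labeled PTAP peptide (50 nM final) in HEPES pH 7.5 buffer with NaCl, Tween 20, EDTA and TCEP; fluorescence polarization was read after 20 min at r.t.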
Chronic BCR inh: qHTS Assay to Find Inhibitors of Chronic Active B-Cell Receptor Signaling; ABC-DLBCL IkBa-CBG/CBR reporter, luminescence ratio, 4 h; Potency, µM (highest dose often 46.1 µM), for inactives: top-dose ratio change, negative = lower green/red ratio, most hits filed as inhibitors; 340,000 compounds, 0.05% hits; active = well fitted inhibition curve with a large enough effect in the signal ratio, with a control signal flat, not every such curve was filed as active; inconclusive = small, poorly fitted or top-dose-only effect, or effect the other way, or a change in a side signal; the % refers to the signal ratio;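 note: potency is the fitted concentration of half-maximal effect; plate controls were basal doxycycline-induced cells for no effect and cells given 10 µM MG132 for full effect; MG132 reads +100%, hits lower the ratio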
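TMD8 ABC-DLBCL cells carrying doxycycline-inducible green luciferase fused to IkappaBalpha plus unfused red luciferase were exposed to compounds (up to 46 uM) for 4 hrs at 37C. Activity came from the overlap-corrected green/red luminescence ratio.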
TSHR antagonist: Antagonists of the Thyroid Stimulating Hormone Receptor: HTS campaign. Thyrotropin receptor (Homo sapiens), P16473. TSHR-expressing cells, TSH-stimulated cAMP HTRF, 2 h; active compounds read low. activity change, negative = inhibition, % at 11.5 µM. 330,000 compounds, 0.2% hits. AID 504810, 2011;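 active = activity change below a set negative limit, meaning inhibition stronger than a set level, cut at about -70% in these data; inconclusive = activity change between two set negative limits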; note: % is set by controls: 0 for no effect and ±100 for the full control effect
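Competitive HTRF cAMP read-out (cryptate anti-cAMP antibody, cAMP-d2; 30 min, room temperature) in freshly harvested TSHR cells. Compounds added before TSH at EC80 (4nM final), followed by 2 hours' incubation at 37 deg C.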
Tb PFK block: qHTS Assay to Find Inhibitors of T. brucei phosphofructokinase | T. brucei PFK, ADP-Glo luminescence | ATP-dependent 6-phosphofructokinase (Trypanosoma brucei brucei), O15648 | Potency, µM (titrated, usually from 57.5 µM), without a hit: at the top dose activity, negative = inhibition, hits mostly inhibitors | 330,000 compounds, 0.17% hits;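 note: potency is the fitted concentration of half-maximal effect; 0% = uninhibited 1x PFK enzyme wells and -100% = no-enzyme wells; nearly all actives have a fitted effect of over 60% in size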
Target sequence (O15648 whole entry, looked up): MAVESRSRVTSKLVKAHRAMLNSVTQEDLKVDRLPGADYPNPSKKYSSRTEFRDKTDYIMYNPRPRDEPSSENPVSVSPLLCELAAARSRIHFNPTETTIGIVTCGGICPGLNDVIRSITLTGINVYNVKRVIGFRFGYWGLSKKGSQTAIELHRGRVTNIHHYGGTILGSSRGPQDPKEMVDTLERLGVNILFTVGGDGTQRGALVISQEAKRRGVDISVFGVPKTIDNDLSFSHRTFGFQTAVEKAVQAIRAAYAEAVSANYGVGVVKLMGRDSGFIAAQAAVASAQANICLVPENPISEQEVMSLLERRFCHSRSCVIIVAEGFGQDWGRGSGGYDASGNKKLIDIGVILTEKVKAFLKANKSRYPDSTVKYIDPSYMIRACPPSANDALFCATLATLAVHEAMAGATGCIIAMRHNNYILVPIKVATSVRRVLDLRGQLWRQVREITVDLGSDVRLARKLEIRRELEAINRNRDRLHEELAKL
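Activity is normalized to no-enzyme wells (full inhibition) and 1.25 nM enzyme wells (no inhibition). Reaction: 0.5 mM F6P, 0.1 mM ATP, 45 min RT, ADP-Glo luminescence; concentration-response curves fitted and classed by quality.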
TCR activator: Activators of T cell receptors: qHTS campaign | primary human leukocytes, anti-CD3, IL-2 HTRF, 48 h | Potency, µM (top dose mostly 9.22 µM), inactives show at the highest dose activation of IL-2 secretion, hits mostly activators | 330,000 tested, under 10 active | AID 504894, 2011; note: % of control where 0% means no effect
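HTRF read-out of IL-2 secretion: europium cryptate donor excited at 320nm, d2 acceptor emission at 665nm. Cells were primary human leukocytes incubated 48 hr with compounds and a-CD3 beads, supplying TCR signal only.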
Mito fusion yeast: qHTS Assay for Small Molecule Inhibitors of Mitochondrial Division or Activators of Mitochondrial Fusion. Potency, µM (top dose mostly 46.1 µM), without a hit: at the highest dose growth rescue (activation), usual class: activators. S. cerevisiae fusion-defective mutant growth rescue, CellTiterGlo 48 h. 320,000 compounds, 0.23% hits;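 note: potency is the fitted concentration of half-maximal effect; % of control where 0% means no effect; nearly all actives have a fitted effect of over 45% in size; temperature-sensitive fusion mutants such as fzo1-1 at 37 °C on non-fermentable ethanol glycerol medium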
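Compounds are tested for their ability to restore growth of mitochondrial fusion-defective yeast strains at non-permissive 37C in YPEG medium over 48 hours. Viability is quantified by luciferase luminescence.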
Integrin act MD: qHTS for Activators of Integrin-Mediated Alleviation for Muscular Dystrophy. alpha7betagal myoblasts, beta-gal FDG fluorescence, 48 h. Potency, µM (doses to about 38.3 µM), without a hit: at the top dose activation, actives largely listed as activators. 350,000 compounds, 0.064% hits;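 note: potency is the fitted concentration of half-maximal effect; 100% = response of the positive control SU9516; nearly all actives have a fitted effect of over 60% in size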
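alpha7betagal+/- myoblasts (passage 13, 250/well) treated 48 h at 37C with compounds at 1:260 dilution of DMSO stock. Lysed, then beta-galactosidase activity read as FDG fluorescence (ex 480/em 540) after 30 min, with pre-read for autofluorescence.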
Eya2 phos inh: qHTS Assay for Inhibitors of the Phosphatase Activity of Eya2; recombinant Eya2, OMFP fluorescence dephosphorylation (OMFP is methylfluorescein phosphate); Potency, µM (highest dose often 76.9 µM), without a hit: top-dose activity, negative = inhibition, actives largely listed as inhibitors; 330,000 compounds, 0.006% hits; AID 488837, 2010; note: potency is the fitted concentration of half-maximal effect; % is set by controls: 0 for no effect and ±100 for the full control effect
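Eya2 protein (added as 0.2 uM solution) was preincubated with compound for 10 min at ambient temperature in 50 mM HEPES pH 7.5, 50 mM NaCl, 5 uM MgCl2, 0.05% BSA, 1 mM DTT. OMFP (added at 50 uM) then reacted 10 min; fluorescence read at 485/525 nm.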
An asterisk follows results filed as active; i = inactive; u = inconclusive; x = not tested or not shown; [ ] = dose if it differs, or a comment. Unless noted, calls come from the whole dose curve; as a rule, active = well fitted curve in the direction sought with a large enough effect; inconclusive = small, poorly fitted or top-dose-only effect, or another doubt; inactive = no such curve, though single readings can be large; an effect the other way counts as inactive or inconclusive.

SMILES	AT treatment	ELG1 DNA repair	S-ASM inh	PTAP TSG101 blk	Chronic BCR inh	TSHR antagonist	Tb PFK block	TCR activator	Mito fusion yeast	Integrin act MD	Eya2 phos inh
C[C@]1(O)CCC2C3CC[C@@H]4CC(=O)CC[C@]4(C)C3CC[C@@]21C (some centres not stated)	3%	-4%	1%	-2%	-1%	-11	-4%	0%	x	19%	-15%
Cc1ccc2c(c1)[C@@H]1CN(C)CC[C@@H]1N2C(=O)Nc1cccc(C(F)(F)F)c1	x	9%	-7%	-5%	u	6	1%	0%	-2%	-63%[inhibitor]	-27%
CCCn1cc(C(=O)O)cn1	4%	-3%	7%	-3%	1%	-4	-2%	2%	-10%	5%	7%
Cc1ccc(-n2c(O)c(C=NC3CCCC3)c(=O)[nH]c2=O)c(C)c1	18%	-9%	2%	-5%	1%	-8	1%	1%	0%	-21%	3%[15.4 µM]
CC(=O)c1ccc(OCC(=O)N2CCCC(N3CCN(c4ccccc4C)CC3)C2)cc1 (configuration not stated)	4%	u	-1%	-8%	0%	-5	1%	3%	1%	-14%	0%
CC(C)c1oc(=O)cc2c1[C@@H](O)[C@H]1OC(=O)[C@@]3(C)CC[C@@H](O)[C@@]2(C)C13 (some centres not stated)	-7%	-24%	0%	1%	u	10	-1%	-3%	-4%	-41%	7%
COc1ccc2nc(NC(=O)CCNS(=O)(=O)c3ccc4c(c3)oc(=O)n4C)sc2c1	-5%	20%	-8%	-7%	u	8	3%	9%	4%	-11%	20%
CCCCn1c(=O)c(C(=O)Nc2ccccc2C)c(O)c2ccccc21	1%	8%	1%	-3%	-2%	12	2%	-8%	-1%	29%	-3%
CC(=O)OC1(c2ccccc2)CCN(C)C(C)C1C (configuration not stated)	0%	3%	-2%	-2%	-3%	0	0%	-7%[46.1 µM]	-3%	4%	-9%
C[C@]12CC[C@@H](O)C[C@@H]1CC[C@@H]1[C@@H]2CC[C@]2(C)[C@@H](O)CC[C@@H]12	2%	-2%	-2%	6%	-12%	9	5%	4%	17%	x	-2%
N#CC1=C(N)Oc2n[nH]c(-c3cccs3)c2C1c1ccco1 (configuration not stated)	-11%	u	11%	u	19%	-4	0%	1%	1%	-32%	-6%
CN(C)c1ccc(CCN2CCOCC2)cc1	1%	u	4%	-3%	6%	-9	0%	11%	-1%	-13%	-2%
COC(=O)C1=C(c2cccc(C#N)c2)C[C@@H]2CC[C@H]1N2C(=O)N1CCc2cc(OC)c(OC)cc2C1	7%	u	-1%	-4%	-5%	20	5%	1%	8%	-15%	4%
COc1cc(C(O)c2nc3ccccc3s2)cc(OC)c1OC (configuration not stated)	-14%	-6%	4%	-3%	u	-13	-11%	-4%	-1%	-1%	-11%
O=C(NCCN1CCCCC1)c1ccc(Cl)nc1Cl	-3%	6%	10%	0%	u	-7	-3%	6%	7%	-8%	-15%
CCCS(=O)(=O)N1CCC(C(=O)N2CCC3(CC2)OCCO3)CC1	3%	18%	2%	-4%	-4%	5	10%	-2%	2%	12%	21%
N#CCCn1cc(C(=O)NCc2ccccc2)c(-c2ccc3c(c2)OCCO3)n1	-3%	-14%	-5%	3%	3%	1	2%	x	1%	-11%	-4%
COc1ccc(-c2cc(=Nc3cccc(C(=O)O)c3)c3cc(C)ccc3o2)cc1	-1%	u	9%	-2%	u	-39	-4%	0%	10%	12%	2%
Cc1oc(-c2ccccc2Cl)nc1CN1C(=O)CN=C(c2ccccc2)c2ccccc21	-4%	u	-9%	-1%	u	1	-10%	-5%	u	-14%	-10%
O=C(NCc1ccccc1)c1cccn(Cc2ccccc2)c1=O	18%	-29%	-5%	1%	u	-3	-1%	-2%	-11%	-15%	-12%
CC1(C)CC(=O)C2=C(C1)NC(=O)C21C(C(=O)OC(C)(C)C)=C(N)Oc2ccc(Br)cc21 (configuration not stated)	3%	-7%	1%	x	3%	-19	-2%	x	2%	-33%	-5%
COCc1c(CN)cnc(C)c1N	5%	-1%	2%	-13%	1%	-11	0%	-6%	2%	u	0%
CCCCCCCCCCCCn1ccc(=N)cc1	-4%	5.8µM*	-28%	-3%	u	-2	-3%	1%	-19%	u	-11%
COc1ccc(CNc2oc(-c3cccc4ccccc34)nc2P(=O)(OC)OC)cc1	32%	u	i	-2%	u	7	-4%	-1%	u	-11%	2%
Cc1cc(SCC(=O)c2ccccc2)nc(=O)[nH]1	-6%	u	5%	0%	u	-16	26%	-1%	15%	-7%	-2%
COc1ccccc1N1CCN(Cc2ccc(Br)s2)CC1	-4%	-15%	-2%	-3%	1%	-3	-5%	4%	10%	-24%	16%
O=[N+]([O-])c1c2ccccc2cc2ccccc12	-1%	28%	-5%	-2%	-3%	-36	9%	5%	19%	x	-12%
Cc1cc(C=O)c(C)n1C(C)C	-6%	28%	2%	-1%	1%	2	2%	-1%	2%	11%	3%
CCC1CCCCN1Cc1ccc(CNS(=O)(=O)c2ccc3c(c2)oc(=O)n3C)o1 (configuration not stated)	0%	-3%	-1%	-3%	u	-1	-1%	-2%	-2%	-7%	16%
CN(C)CCN=Cc1c(O)n(Cc2ccc3c(c2)OCO3)c(=S)[nH]c1=O	-26%	0%	-2%	-1%	0%	9	-9%	2%	-4%	-13%	18%
COC(=O)C1=C(c2cccc3c2S(=O)(=O)c2ccccc2-3)C[C@@H]2CC[C@H]1N2C(=O)N1CCc2cc(OC)c(OC)cc2C1	-11%	u	u	-5%	u	3	-1%	-7%	-12%	-25%	4%
Cc1nc2cc(-c3ccccc3)nn2c(C)c1CCC(=O)N1CCC2(CC1)OCCO2	14%	u	3%	-4%	u	18	-6%	0%	-1%	11%	-6%
CCOC(=O)C(O)(c1ccc(NC(=O)NC2CCCCC2)cc1)C(F)(F)F (configuration not stated)	x	u	4%	-18%	u	-18	1%	13%	-3%	12%[7.66 µM]	1%
C[C@]12CC[C@H]3[C@@H](CC[C@]4(O)C[C@@H](O)CC[C@]34C=O)[C@@]1(O)CC[C@@H]2C1=CC(=O)OC1	0%	u	2%	0%	u	-72*	-5%	-1%	-3%	x	19%
COc1cccc(C2(O)CCSCC2CN(C)C)c1 (configuration not stated)	8%	1%	-2%	-2%	u	-4	0%	-1%[46.1 µM]	-3%	15%	-2%
CC1(C)CC2CC(C)(CN2S(=O)(=O)c2cccc(C(=O)OCC(=O)NC(N)=O)c2)C1 (configuration not stated)	9%	u	0%	-3%	-9%	0	14%	-5%	-12%	-16%	-26%
O=c1[nH]c(=O)n(-c2ccc(Br)cc2)c(O)c1C=NCCN1CCCCC1	3%	7%	6%	-2%	3%	3	-15%	-3%	2%	-2%	4%
CN(Cc1ccccc1)C1CCCN(C(=O)COc2ccccc2Cl)C1 (configuration not stated)	4%	-1%	7%	-2%	u	9	-1%	0%	-1%	-26%	-9%
CC[N+](CC)(CC#CCO)CC#Cc1ccccc1	5%	8%	2%	3%	-3%	9	-1%	x	1%	4%	-10%
Cc1cccc(NC(=O)N2CCCC2)c1	3%	16%	7%	1%	0%	-4	2%	-2%	15%	2%	5%
Cc1nc2ccc(Cl)cn2c1P(=S)(N1CCOCC1)N1CCOCC1	1%	1%	-1%	-3%	1%	6	-1%	2%	-6%	5%	1%

An excerpt (hit frequency here may not be typical).
